Bioassay records from PubChem BioAssay.
Peg3 prom inh: inhibitors of Peg3 promoter; HeLa PEG-Prom luciferase reporter, luminescence, overnight; hit rate 1.7% among 360,000; inhibition, % at 20 µM; AID 588405;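 active = inhibition of at least 50% at 20 µM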
NR2E3 ag-1: human photoreceptor-specific nuclear receptor agonism | Q9Y5X4 | CHO-S Gal4-NCOR/VP16-NR2E3 two-hybrid, luciferase | inhibition of corepressor binding, % at 3.98 µM | hit rate 0.35% among 360,000 | AID 602229;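 active = inhibition above the mean of all tested compounds plus 3 SD, cut at about 70% in these data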;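 note: 0% = DMSO with NR2E3 transfected cells and 100% = cells lacking NR2E3 construct; higher means lower luciferase signal from less NR2E3 corepressor binding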
Target sequence (Q9Y5X4 whole entry, looked up, the tested form may be a part): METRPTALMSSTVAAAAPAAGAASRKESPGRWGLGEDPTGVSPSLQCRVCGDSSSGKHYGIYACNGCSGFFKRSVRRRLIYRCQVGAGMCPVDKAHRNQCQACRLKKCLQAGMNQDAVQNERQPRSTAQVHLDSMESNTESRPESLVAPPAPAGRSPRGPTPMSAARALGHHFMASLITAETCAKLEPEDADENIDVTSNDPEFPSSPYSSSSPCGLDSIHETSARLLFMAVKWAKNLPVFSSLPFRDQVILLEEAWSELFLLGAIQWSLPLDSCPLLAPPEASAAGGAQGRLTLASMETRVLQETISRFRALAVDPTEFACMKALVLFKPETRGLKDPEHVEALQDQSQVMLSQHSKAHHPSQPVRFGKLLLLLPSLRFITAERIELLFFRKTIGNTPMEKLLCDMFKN
HIF-2a inh: inhibitors of HIF-2a; 786-0 RCC cells HIF-2a reporter, luciferase luminescence, overnight; inhibition, % at 18.8 µM; hit rate 0.72% among 360,000;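 active = inhibition of the luminescence signal of 40% or more relative to plate controls, in a single-dose primary screen at 18.75 µM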
CaV13 ICDI inh: Primary screen for inhibitors of IQ motif and Ca2+-dependent inactivation inhibitor domain binding in CACNA1D, Förster resonance energy transfer in living cells, …; HEK cells, CFP/YFP FRET ICDI-IQ, plate reader, 10 min; percent FRET-ratio fall versus neutral wells; AID 743397; inhibition, % at 12.3 µM; hit rate 0.098% among 340,000;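 active = mean replicate inhibition of at least 30% and at least 1% of replicates passing that level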;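 note: 0% = median of the neutral control wells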
NR2E3 ag-2: NR2E3 (human) agonism. Q9Y5X4. AID 2300. GST-NR2E3/biotin-RetCOR TR-FRET, 1536-well. inhibition of corepressor binding, % at 4.78 µM. hit rate 0.12% among 320,000;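 active = percent inhibition above the cutoff of mean plus 3 SD of all tested compounds, set per screening campaign, cut at about 20% in these data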;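 note: 0% = DMSO wells and 100% = biotin wells as full block of FRET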
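Material – GST-tagged NR2E3 plus biotinylated RetCOR corepressor · Quantity – NR2E3 fusion 1.35 nM · Times – 5 h incubation at 4 °C · Medium – pH 7.5 Tris-based buffer · Technique – TR-FRET, Eu(K)-anti-GST donor, streptavidin-D2 acceptor, ex 340, em 617/671 nm · Benchmarks – high control biotin, low control 0.6% DMSO · Format – 1536-well plates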
aDG glyco up: increases alpha dystroglycan glycosylation; Pro5-aDG cells, alpha-DG glycosylation AlphaScreen (IIH6); 0% Pro5, 100% B10-LARGE cell signal; activation, % at 10 µM; hit rate 0.22% among 360,000; AID 624168;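 active = activation of at least 8% versus controls, or a plate z-score of at least 8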;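 note: Pro5 are CHO cells carrying HIG-tagged alpha-DG that lacks glycosylation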
hiPSC survival: enhancers of human iPSC single-cell survival; hiPSC single-cell survival, ATPlite luminescence; 100% = ROCK inhibitor wells, 0% = DMSO; survival enhancement, % at 20 µM; hit rate 0.044% among 360,000; in the data active = survival enhancement above about 18%;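 note: cells exposed to compounds for 16 hours before the ATP read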
MITF TRPM1 inh: MITF TRPM1 promoter inhibition in SK-MEL-5 cells | hit rate 0.83% among 330,000 | inhibition, % at 12.5 µM | SK-MEL-5 TRPM1 promoter luciferase, 24 h;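 active = mean inhibition across replicates of 60% or more, whatever share of single replicates reaches that level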; note: values of inactives mirror those of a sister screen read the other way
Exocytosis inh: blocks lytic granule exocytosis. hit rate 0.66% among 360,000. inhibition, % at 10 µM. TALL-104 LAMP-1 surface exposure, flow cytometry; cells stimulated with thapsigargin and PMA;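 active = inhibition above about 55%, limit read from the data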
PDI inh: PDI (human) enzyme inhibition | P07237 | PDI insulin aggregation turbidity, A650, 90 min | inhibition, % at 10 µM | hit rate 0.052% among 350,000 | AID 588391;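 active = mean inhibition across replicates of 30% or more, whatever share of single replicates reach that level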;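 note: absorbance from insulin aggregation driven by PDI reduction with DTT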
Target sequence (P07237 whole entry, looked up): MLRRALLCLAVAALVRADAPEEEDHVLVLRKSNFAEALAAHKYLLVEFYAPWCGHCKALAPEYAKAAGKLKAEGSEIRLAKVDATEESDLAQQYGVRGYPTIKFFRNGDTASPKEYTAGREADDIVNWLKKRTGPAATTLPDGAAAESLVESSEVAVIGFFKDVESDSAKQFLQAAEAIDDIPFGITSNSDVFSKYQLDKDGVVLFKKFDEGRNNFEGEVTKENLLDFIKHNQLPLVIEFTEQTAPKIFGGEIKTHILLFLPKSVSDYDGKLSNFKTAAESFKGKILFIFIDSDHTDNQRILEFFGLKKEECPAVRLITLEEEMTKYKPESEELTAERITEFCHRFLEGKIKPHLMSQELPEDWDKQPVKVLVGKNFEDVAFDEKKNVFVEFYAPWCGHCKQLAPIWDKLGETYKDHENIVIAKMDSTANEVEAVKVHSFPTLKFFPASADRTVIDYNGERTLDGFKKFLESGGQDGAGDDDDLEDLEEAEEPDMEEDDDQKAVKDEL
Vif imaging: inhibitors of HIV Vif | HEK293T cells, Vif self-association by quenched fluorescence, imaging, 24 h | inhibition, % at 7.49 µM | hit rate 0.35% among 340,000 | AID 602346; in the data active = inhibition above about 50%, passing the limit was not always enough; note: some results filed as inactive read as strong as hits
* hit, by the source's call; / = not tested or not shown.

The line under a structure holds: Peg3 prom inh	NR2E3 ag-1	HIF-2a inh	CaV13 ICDI inh	NR2E3 ag-2	aDG glyco up	hiPSC survival	MITF TRPM1 inh	Exocytosis inh	PDI inh	Vif imaging
> CSc1cnc2c(=O)[nH]c(=O)n(C)c2n1
→ 10	7	13	-8	3	-0.2	-2.5	4	-3	-3	-3
> O=C(OCC(=O)c1c[nH]c2ccccc12)c1cccc([N+](=O)[O-])c1
→ -209	-30	-3	-5	-4	0.0	1.6	-17	0	5	10
> O=C(C[n+]1ccc(C(=O)NCc2ccccc2)cc1)c1ccc(Cl)cc1
→ -5	-29	-1	-5	0	0.0	0.1	-9	1	10	5
> CN(Cc1ccccc1)S(=O)(=O)c1ccc(S(=O)(=O)N(Cc2ccc(F)cc2)C2CCCC2)cc1
→ 16	2	19	-5	4	-0.2	-3.2	20	-1	3	-10
> NCC(=O)NCC(=O)NC[C@H]1O[C@@H](n2cnc3c(N)ncnc32)[C@H](O)[C@@H]1O
→ -19	-14	9	-7	/	-0.1	2.5	-18	-8	4	/
> N#CC(C#N)=Cc1cc2ccccc2nc1N1CCOCC1
→ 4	-19	8	-6	-2	-0.3	-1.7	14	-2	-3	-3
> Cc1ccc(NC(=O)C/C(N)=N/O)cc1Cl
→ -2	-10	-8	-3	1	-0.1	-0.3	-12	10	-3	-10
> N#Cc1ccc(-c2csc(NC(=O)C3CC3)n2)cc1
→ -194	-23	-167	-6	-4	-0.1	-0.1	-25	-1	-1	7
> CC(=O)Nc1ccc(NC(=O)C(=O)NCC(c2ccco2)N2CCc3ccccc3C2)cc1 (stereo not given)
→ -2	-7	6	-6	0	1.2	1.5	8	-5	0	4
> CCOc1ccc(NC(=O)CCN2C(=O)c3cccc([N+](=O)[O-])c3C2=O)cc1
→ 23	16	10	-21	/	-0.2	0.2	7	11	-13	4
> CCOC(=O)/C(C)=N/Nc1nc(-c2ccc(NC(C)=O)cc2)cs1
→ -53	-45	-91	-5	-2	0.0	1.7	/	0	4	-3
> COc1cc2c(cc1OC)CN(C(=O)c1ccc([N+](=O)[O-])o1)CC2
→ 4	16	-7	-5	1	0.5	-0.8	34	0	12	6
> CCOC(=O)CNC(=O)CSc1ncnc2c1cnn2Cc1ccccc1
→ -3	-16	48*	0	3	-0.2	0.5	6	1	-2	14
> Cc1cccc(CN(C(=S)Nc2c(C)cccc2C)c2cccnc2)c1
→ 8	-13	8	-7	1	0.0	0.3	5	0	-3	6
> C=CCSc1nc2ccccc2c(=O)n1Cc1ccccc1
→ 14	22	16	16	2	-0.4	-0.1	-2	1	-8	5
> CS(=O)(=O)N1CCN(c2ccc(NC(=O)COc3ccccc3)cc2)CC1
→ 8	-14	11	-5	1	0.5	-0.8	1	-2	-7	-1
> Nc1c(C(=O)c2ccccc2)oc2ccccc12
→ -162	-40	-147	-5	-6	-0.1	-4.2	-3	-2	5	3
> CC(C(=O)N1CCCCCC1)N(c1ccc(Cl)cc1)S(C)(=O)=O (stereo not given)
→ 8	1	21	-2	2	-0.1	-0.6	4	1	-2	7
> CC(=O)N=c1sc(C(C)(C)C)c(C)n1C
→ -6	-7	7	-6	2	-0.1	-0.7	3	0	-7	-12
> COc1ccc2oc(=N)c(C(=O)Nc3ccc(F)cc3)cc2c1
→ -132	-28	-108	-12	-3	0.0	-0.6	-40	9	4	11
> COc1cc(C2CC(=O)c3cnc(NC(=O)COc4ccccc4)nc3C2)cc(OC)c1OC (stereo not given)
→ 5	12	17	-5	-3	0.0	-0.9	1	2	1	-3
> Cc1ccc(NC(=O)CN2C(=O)NC(C)(CC(C)C)C2=O)c(Br)c1 (stereo not given)
→ -1	-4	-6	-5	/	-0.1	-0.7	-2	1	2	-12
> Brc1ccccc1OCCCN1CCCC1
→ -3	-18	-5	-4	1	0.1	-0.7	-31	-2	-6	2
> CC1(C(=O)NS(=O)(=O)c2ccccc2OC(F)(F)F)CCN1C(=O)c1ccco1 (stereo not given)
→ 1	-12	1	-13	/	-0.4	0.1	/	3	4	-7
> COc1ccc(OC)c(N(CC(=O)NCCc2ccc(OC)c(OC)c2)S(=O)(=O)c2ccccc2)c1
→ 8	-12	12	-3	1	0.2	0.0	7	-8	3	4
> CN1CCN(CCC(=O)N/N=C/c2cc([N+](=O)[O-])ccc2OC(F)F)CC1
→ -1	1	15	-3	3	1.0	0.8	1	6	-2	-3
> CCN1CCN(C(=O)C2CC(c3ccc(F)cc3)=NO2)CC1 (stereo not given)
→ -13	-11	-30	-2	2	-0.1	-1.4	-2	-4	/	15
> COc1ccc(OC)c(S(=O)(=O)N2CCN(C)CC2)c1
→ -2	-15	5	-8	0	0.1	3.1	0	1	5	-2
> CC(C)NC(=O)c1ccc2c3n(nc2c1)-c1ccc(Cl)cc1CO3
→ -299	-97	-327	-10	3	0.0	-3.8	-105	-3	-2	/
> CCN(CC)CCNC(=O)c1cc(S(=O)(=O)N2CCc3ccccc32)cn1C
→ 9	1	1	-7	2	-0.2	0.3	/	0	/	-8
> Cc1nnc(SCc2cc(=O)[nH]c(Nc3nc(C)c4cc(C)c(C)cc4n3)n2)s1
→ 1	28	-7	-5	2	-0.6	0.6	-7	-1	-5	-7
> O=C(Nc1ccc(Cl)cc1)c1cc(Br)ccc1OCC(=O)N1CCOCC1
→ 40	-12	4	-6	3	0.2	-0.2	-14	4	-4	-4
> Cc1ccc(C)c(SCC(=O)Nc2nnc(-c3ccccc3)o2)c1
→ -9	2	9	-5	-1	-0.1	0.7	8	-4	16	15
> CCOc1ccc(C(=O)OCC(=O)Nc2cc(C)on2)cc1OCC
→ 8	24	12	-7	3	0.1	3.3	1	2	-7	6
> CCOC(=O)c1cccc(NS(=O)(=O)c2c(C)[nH]c(C)c2C(=O)N2CCCC2)c1
→ 14	-11	0	-2	1	-0.1	0.5	-8	-2	-10	-1
> COC(=O)c1cc(OC)c(OC)cc1N1C(=O)CC(C)(C)CC1=O
→ 5	-15	8	/	1	-0.1	2.5	0	-6	-4	-2
> O=C(Nc1ccccc1)c1ccc(OC(=O)c2cc3ccccc3o2)cc1
→ -97	13	-47	-8	2	0.0	-1.5	-22	-5	-6	-5
> O=C1c2ccccc2CN1Cc1ccccc1
→ -11	4	12	-4	-2	0.2	-0.5	-5	6	5	3
> CCOC(=O)c1ccc2nc(NC(=O)c3cccs3)sc2c1
→ -215	-178	-149	/	0	-0.2	-2.3	-38	0	-19	-11
> Cc1ccc(S(=O)(=O)CCC(=O)NCc2ccccc2F)cc1
→ 15	-27	6	-6	5	0.1	-0.5	4	-7	11	-1
> O=C(Oc1ccc(Br)cc1C(=S)N1CCCC1)c1ccccc1Cl
→ 21	11	9	-1	-1	0.5	2.8	16	-1	-2	5
> CCC(=O)NC(NCC1CCCO1)C(Cl)(Cl)Cl (stereo not given)
→ 5	-5	19	/	-4	-0.1	6.8	1	0	7	0
> CCN1CCN(CCCNC(=O)c2ccc3c(c2)NC(=O)/C(=C\c2cccc(C)c2)S3)CC1
→ 107*	-4	8	-7	-6	2.2	-0.6	102*	20	-9	-13
> COCCCNC(=O)Cc1ccc(-n2c(C)nc3cccnc32)cc1
→ 1	13	12	-3	/	0.3	-0.8	0	-2	2	1
> CCc1cc(=O)oc2cc(OC3CCCCC3=O)ccc12 (stereo not given)
→ -24	-6	-13	-2	-3	0.2	-0.1	0	-5	-27	26
> Cc1ccc2c(c1)-c1c(ssc1=S)C(C)(C)N2C(=O)CSc1nncn1C
→ 5	15	18	-4	3	-0.1	1.8	-7	0	6	-18
> O=C(NCc1ccco1)c1cnn2c1NC(c1ccc(Br)cc1)CC2C(F)(F)F (stereo not given)
→ 14	20	25	-6	2	-0.3	3.8	7	4	-8	-16
> O=S(=O)(NC1CC2CCC1C2)c1ccc(Br)s1 (stereo not given)
→ 0	3	9	/	-5	0.0	2.2	7	2	2	18
> COc1ccc(NC(=S)N/N=C/c2ccc(F)cc2)cc1OC
→ -87	-69	-110	-7	2	1.0	-0.2	-20	0	0	-3
> Cn1c(=O)c2cc(S(=O)(=O)NC(C(=O)NCc3cccnc3)c3ccccc3)ccc2n(C)c1=O (stereo not given)
→ 8	-9	8	-7	0	-0.1	0.2	-7	2	3	8
> COc1ccc(-c2cc3ccc(OCC(C)=O)cc3oc2=O)cc1OC
→ -258	-56	-232	-7	1	0.3	-0.3	-97	-10	0	-3
> O=C(O)COc1ccccc1/C=N/NC(=O)c1cc2ccccc2cc1O
→ 8	-22	12	-26	2	-0.1	0.0	18	-1	-1	-5
> CC(C)CC(=O)N1CCN(S(=O)(=O)c2ccc(C3CCCCC3)cc2)CC1
→ 7	19	9	-6	7	1.9	-0.2	8	0	3	21
> COc1ccccc1N1CCN(S(=O)(=O)c2c(C(=O)N3CCOCC3)c(C)n(C)c2C)CC1
→ 16	-12	11	-7	1	0.0	-0.1	2	1	-3	-6
> CN(CC(=O)Nc1cccc(F)c1)CC(=O)Nc1cccc([N+](=O)[O-])c1
→ 15	-13	11	2	5	-0.1	-0.4	-5	2	-5	0
> Cc1ccc(SCCC(=O)Nc2ccccc2Br)cc1
→ -63	-19	-150	-5	1	0.6	-0.7	-34	4	2	10
> CC(C)N(C)c1ncnc2c1ncn2[C@H]1CN(Cc2ccccc2)C[C@@H](CO)O1
→ 11	2	6	-10	/	-0.1	-0.6	/	39	9	18
> Cc1cccc(CN2C(=O)c3ccccc3Sc3ccc(C(=O)NCCCN4CCOCC4)cc32)c1
→ 6	-13	9	-5	2	0.3	0.0	-2	-5	7	-5
> Cc1ccc2nc(SCc3cn4cccnc4n3)[nH]c2c1
→ -84	-17	-57	-6	4	-0.2	-1.0	-22	-6	13	-5
> Cn1c(=O)[nH]c(=O)c2c1nc(N1CCN(c3ccccc3)CC1)n2CCSc1ncccn1
→ 32	-24	8	24	-2	-0.7	3.6	/	-7	/	1

(more compounds)
The line under a structure holds: Peg3 prom inh	NR2E3 ag-1	HIF-2a inh	CaV13 ICDI inh	NR2E3 ag-2	aDG glyco up	hiPSC survival	MITF TRPM1 inh	Exocytosis inh	PDI inh	Vif imaging
> CCNC(=S)NNC(=O)c1nn(C)c(C)c1Cl
→ -9	-13	-23	0	3	0.1	-0.8	2	1	2	-9
> COc1ccccc1OCc1nc2ccccc2[nH]1
→ -273	-97	-178	-5	-3	0.2	4.3	-83	-7	8	0
> O=C(c1cccs1)N1CCC(N2CCN(c3ccccc3)CC2)CC1
→ 17	1	12	-3	1	0.4	-1.1	-2	0	-10	10
> O=C(Nc1ccc(CN2CCOCC2)cc1)c1ccc(F)cc1
→ -156	-46	-171	-10	-1	0.0	-0.2	-66	10	-4	-1
> CC(=O)Nc1ccc(/C=N/NC(=O)c2cc3cc(C)ccc3nc2C)cc1
→ -61	-10	-88	-5	-3	0.0	0.5	-16	7	-2	4
> O=C(Nc1ccc(O)cc1)c1ccc2c(c1)C(=O)N(Cc1ccco1)C2=O
→ 1	-6	15	-6	2	-0.2	1.2	2	0	6	-4
